# Screening data deposited in PubChem by several laboratories.
# WT yeast gro inh: growth inhibition of WT yeast, mitochondrial fusion screen; actives 2.1% (n = 190,000); mitochondrial fusion phenotypic screen, WT strain; inhibition, % at 10 µM; AID 1362; in the data active = inhibition above about 58%; tested in S. cerevisiae
# Lipid droplet: hepatic lipid droplet formation modulation; inhibition, % at 6.5 µM; AML12 mouse hepatocytes, oleate lipid droplets, BODIPY imaging; actives 0.4% (n = 240,000); AID 1656;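 active = lipid droplet intensity inhibited by at least 50%, with more than 500 cells counted; inconclusive = wells with under 300 cells, treated as cytotoxic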
#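 Assay system: AML12 hepatocytes (mouse) / Also added: 100 µM oleic acid challenge / Times: overnight treatment with compound plus oleate / Detection: high-content imaging of BODIPY-stained droplets and DAPI nuclei / Evaluation: % inhibition of lipid droplet signal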
# T cell modulator: T cell immune modulators affecting CD8 T cell-vesicle binding | 2C CD8+ T cell-vesicle binding, flow cytometry; hits give low values | calls only at 7 µM | actives 0.068% (n = 330,000) | AID 2052;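 active = response, share of CD8 T cells binding vesicles, and their 90th percentile fluorescence all below set limits, cut at about 80% in these data, passing the limit was not always enough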
#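 Material: murine 2C transgenic CD8+ T lymphocytes / Also added: QL9-peptide-loaded Drosophila micro-vesicles bearing Ld, ICAM-1 and B7-1 / Schedule: binding step 1.5 h, 37 °C, antibody labelling 20 min, ice / Signal: flow cytometry, PE anti-B7-1 (FL2) versus Alexa647 anti-CD8 (FL8), PFA-fixed / Evaluation: percent CD8+ FL2 mean versus row control / Benchmarks: naked versus QL9-loaded vesicles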
# MT stabilizer: stabilizes microtubules in HeLa cells; actives 0.83% (n = 200,000); HeLa tubulin immunostaining HCS, 24 h; share of cells brighter than vehicle mean+2SD; % tubulin-high responders, % at 10 µM; AID 2205;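 active = plate Z-score above 3 for both tubulin-high and condensed-nucleus cell shares, with cell loss under 80%, at 10 µM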;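 also: anti alpha tubulin signal scored within the nucleus-defined area of each cell; some results filed as inactive read as strong as hits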
# Myeloid diff 2: compounds promoting myeloid differentiation; calls only at 10 µM; ER-HoxA9 myeloid progenitors, lysozyme-GFP differentiation, flow cytometry; actives 1% (n = 360,000); AID 624256;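 active = normalized GFP-positive differentiation at or above the plate's own cutoff, the solvent-only control mean plus 3 SD; inconclusive = no clear call, values can overlap the other calls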;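 also: cells exposed to compound for four days before flow analysis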
# Autophagy mod: autophagy modulation, high-content screen; MEF GFP-LC3 puncta imaging; test concentration mostly 10 µM; calls only at 10 µM (by protocol); actives 0.98% (n = 190,000); AID 463193;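 active = percentage of spot-positive cells more than 3 SD above its plate mean, without a fluorescence outlier flag or 80% toxicity; inconclusive = no clear call, values can overlap the other calls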;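 also: spot-positive cell cutoff set from DMSO-treated cells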
# b-catenin transl: modulators of beta-catenin nuclear translocation. HeLa beta-catenin nuclear translocation, immunofluorescence imaging. actives 0.3% (n = 190,000). nuclear translocation activity, % at 5 µM;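 active = nuclear translocation activity above 50% at 5 µM, with a well cell count of 50 or more; inconclusive = wells under 50 cells across six images, flagged as toxic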;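 also: per-cell ratio of nuclear to cytoplasmic median beta-catenin stain intensity; plate controls were DMSO negative control for no effect and GSK-3 inhibitor IX positive control for full effect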
#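 assay system = human HeLa cells, endogenous beta-catenin | times = compound treatment 24 h, 37°C, 5% CO2 | detection = Anti-beta-catenin immunofluorescence on PFA-fixed, Triton-permeabilized cells, DAPI nuclei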
# Ins promoter up: MIN6 insulin promoter up-regulation. MIN6 insulin promoter-GFP reporter, high-content imaging; hits give high values. z-score at 5 µM. actives 0.3% (n = 190,000);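 active = z-score above 3 at 5 µM with at least 500 cells counted in the well; inconclusive = wells under 500 cells, flagged as cytotoxic or low count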
# West Nile virus CPE: West Nile virus antiviral activity, cell-based, CPE readout (AID 1621). actives 0.02% (n = 290,000). West Nile virus-infected cells, CPE inhibition; higher % means a stronger effect. CPE inhibition, % at 10 µM, or IC50 in µM where a hit was titrated; in the data active = a potency from the dose series; inconclusive = CPE inhibition mostly from about 3.7% at the one dose, without a potency; inactive = the rest, 99 in 100 with CPE inhibition below about 2.2%; also: strong numbers were not always called active
# WT yeast gro inh mutant strain: also measured in WT yeast gro inh; calls as there; inhibition, %; mitochondrial fusion phenotypic screen, mutant strain inhibition
# Ins promoter up cell count: further read-out of Ins promoter up, marked with its call; cell count; measured here: cytotoxicity, nuclei count;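 total cells summed across four imaged fields per well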
# Lipid droplet cells 6.5 µM: second read-out of Lipid droplet, no call of its own (marks repeat the call); cell count; measured here: cell count, cytotoxicity flag;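 cells counted across two imaged fields per well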
# b-catenin transl cell count 5 µM: recorded beside b-catenin transl, whose call it bears; cell count; measured here: cell count, cytotoxicity flag
# T cell modulator vesicle-bound %: also measured in T cell modulator; calls as there; double positive events, %; measured here: CD8+ vesicle-bound cell fraction;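 binding gate set so that unloaded-vesicle control wells show 10% double positive cells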
# MT stabilizer Hoechst-high %: further read-out of MT stabilizer, marked with its call; % Hoechst-high responders; measured here: nuclear condensation Hoechst responders;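 share of cells brighter than vehicle mean plus two SD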
# MT stabilizer cytotoxicity %: also measured in MT stabilizer; calls as there; toxicity, %; measured here: cytotoxicity by cell density;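 0% = mean cell density of plate MIN control wells and 100% = no cells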
# Autophagy mod cell loss 18 h: further read-out of Autophagy mod, marked with its call; toxicity, %; measured here: cell loss, nuclei count;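 cell loss after 18 h compound exposure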
# Myeloid diff 2 GFP+ MAC1+ %: second read-out of Myeloid diff 2, no call of its own (marks repeat the call); GFP+ MAC1+ double positive, %; measured here: differentiation confirmed by MAC1 staining
# * hit, by the source's call; i = inactive; ? = inconclusive; · = no result given; + = active, no number; & = joins results of further samples.
SMILES,WT yeast gro inh,WT yeast gro inh mutant strain,Lipid droplet,Lipid droplet cells 6.5 µM,T cell modulator,T cell modulator vesicle-bound %,MT stabilizer,MT stabilizer Hoechst-high %,MT stabilizer cytotoxicity %,Myeloid diff 2,Myeloid diff 2 GFP+ MAC1+ %,Autophagy mod,Autophagy mod cell loss 18 h,b-catenin transl,b-catenin transl cell count 5 µM,Ins promoter up,Ins promoter up cell count,West Nile virus CPE
CCc1nnc(NC2=NCCC2)s1,-15,17,-2,720,i,33,4.9,4.1,9.0,i,1.0,i,11,-5.9,1193,1.1,1260,0.0%
CC(=O)OC1C2CCC1C([N+]1(C)CCCCC1)CC2 (stereo unspecified),9,4,4,714,i,6,1.5,1.1,2.3,i,0.2,i,12,-0.8,1165,-0.36,1285,0.3%
Cc1[nH]nc2c1C(c1ccc(O)cc1)C1=C(CC(C)(C)CC1=O)N2 (stereo unspecified),-16,-3,-3,679,i,56,5.5,2.3,5.5,i,0.5,i,-2,-1.7,1149,0.69,1374,0.5%
O=C(Oc1ccccc1)c1cc2ccccc2o1,-6,3,4,655,i,45,2.6,2.1,12,i,1.2,i,5,·,·,0.03,1322,0.2%
CCOc1ccc(S(=O)(=O)n2ccnc2)c2ccccc12,0,2,·,·,i,31,3.3,2.9,3.5,i,4.6,i,4,·,·,0.33,962,0.2%
COCCNC(=S)N/N=C(\C)c1ccc(Cl)c(Cl)c1,34,49,-1,710,i,26,3.7,2.2,5.5,i,0.0,i,-9,2.4,961,-1.4,933,-1.2%
CC1=CC(C)=Nc2ccc(C)cc2N1,0&2,1&10,-1&-4,775&770,i,41&13,2.5&1.2,1.6&2.4,1.3&8.8,i,1.6&8.2,i,-7&-5,0.3,1179,0.2&0.07,1305&837,0.0%&0.1%
COc1ccccc1NC(=O)C1=C(C)Nc2nc(-c3cccs3)nn2C1c1cccc(O)c1 (stereo unspecified),2,15,·,·,i,19,3.7,1.7,1.5,i,1.4,+,-3.4*,-3.8,918,-1.2,1495,·
Cc1ccc(S(=O)(=O)N(C)C)cc1NC(=O)CSc1nc2ccccc2[nH]1,-7,-14,-94,600,i,52,3.7,2.6,9.3,i,0.1,i,-16,-0.4,965,·,·,-0.4%
O=C(/C=N/O)Nc1cccnc1,-3,-11,-8,703,i,22,3.2,1.1,5.0,i,0.7,i,1,-4.1,1215,0.13,1269,0.0%
COc1ccc(S(=O)(=O)NCCOc2ccccc2)cc1C,4,-14,-9,732,i,37,2.1,2.2,7.3,i,0.3,i,-9,-1.1,1075,0.53,1474,1.5%
Cc1cccc(NS(=O)(=O)c2nnc(NC(=O)c3cccc(C)c3)s2)c1,·,·,-14,768,i,26,·,·,·,i,1.1,·,·,·,·,·,·,-0.3%
COc1ccc(C2c3c(-c4cc(Cl)c(C)cc4O)n[nH]c3C(=O)N2Cc2cccnc2)cc1OC (stereo unspecified),-5,-7,-5,810,i,12,5.0,2.6,17,i,0.3,i,8,-3.7,1206,-0.44,1004,1.7%
CCOc1ccc(N2C(=O)CC(N(C)Cc3ccccc3)C2=O)cc1 (stereo unspecified),18,-2,1,789,i,43,3.8,1.4,6.8,i,0.2,i,7,-2.7,566,0.71,1051,-0.4%
CCC1CCCCN1C(=O)COc1ccc2c(c1)OCO2 (stereo unspecified),·,·,-8,624,i,14,·,·,·,?,·,·,·,·,·,·,·,-0.7%
COc1ccc(N2CCC(CNC(=O)Nc3ccc(Cl)cc3)C2)cc1 (stereo unspecified),22,15,-2,541,i,53,5.2,0.8,6.0,i,0.6,i,11,-0.1,1120,-0.47,1242,-1.0%
COC(=O)c1sccc1NC(=O)c1cc(-c2cc(C)ccc2C)nc2ccccc12,1,6,·,·,i,11,1.3,2.0,7.4,i,0.7,i,11,-0.2,1307,-0.16,1579,·
O=C(Nc1ccc(N2CCN(C(=O)c3ccco3)CC2)cc1)c1cccc(F)c1,3,-14,·,·,i,13,14,8.6,18,i,1.1,i,9,8.5,1383,-0.85,1029,1.0%
CCN(CC)C(=O)c1ccc(-c2nnc(Nc3ccc(O)cc3)c3ccccc23)cc1,·,·,-28,777,i,49,·,·,·,i,0.4,·,·,·,·,·,·,1.0%
Cc1ccc(-c2cc(C(=O)NCc3cnn(C)c3C)c3cc(Br)ccc3n2)cc1,17,-4,·,·,i,46,1.8,2.2,6.6,i,0.9,i,7,-0.6,873,0.59,1018,1.2%

# Reprinted from the part before: 2 entries; new compounds follow.
SMILES,WT yeast gro inh,WT yeast gro inh mutant strain,Lipid droplet,Lipid droplet cells 6.5 µM,T cell modulator,T cell modulator vesicle-bound %,MT stabilizer,MT stabilizer Hoechst-high %,MT stabilizer cytotoxicity %,Myeloid diff 2,Myeloid diff 2 GFP+ MAC1+ %,Autophagy mod,Autophagy mod cell loss 18 h,b-catenin transl,b-catenin transl cell count 5 µM,Ins promoter up,Ins promoter up cell count,West Nile virus CPE
CCN(CC)C(=O)c1ccc(-c2nnc(Nc3ccc(O)cc3)c3ccccc23)cc1,·,·,-28,777,i,49,·,·,·,i,0.4,·,·,·,·,·,·,1.0%
Cc1ccc(-c2cc(C(=O)NCc3cnn(C)c3C)c3cc(Br)ccc3n2)cc1,17,-4,·,·,i,46,1.8,2.2,6.6,i,0.9,i,7,-0.6,873,0.59,1018,1.2%
O=C(NCc1cccs1)C1CC(c2ccc(Cl)cc2)=NO1 (stereo unspecified),-7,1,-14,703,i,8,2.9,2.0,5.7,i,0.2,i,-7,1.4,1035,0.06,1421,-0.4%
O=C(CNC(=O)c1ccco1)N/N=C/c1cccs1,·,·,-13,742,i,32,·,·,·,i,1.0,·,·,0.7,1302,-0.31,1104,0.3%
COC(=O)c1[nH]c2ccc(Br)cc2c1NC(=O)Oc1ccccc1,1,7,·,·,i,0,2.3,1.6,6.6,i,0.8,i,-28,1.2,1336,-0.27,1600,-0.5%
Cc1ccc(S(=O)(=O)N(CCCN(C)C)Cc2ccc3c(c2)OCO3)cc1,·,·,3,796,i,61,·,·,·,i,0.8,·,·,·,·,·,·,0.0%
CCC(CC)C(=O)N=C1SC2CS(=O)(=O)CC2N1CCc1ccc(OC)c(OC)c1 (stereo unspecified),·,·,-19,528,i,29,·,·,·,i,0.6,·,·,1.4,1317,-0.95,1125,-0.7%
CCOC(=O)c1ccccc1NC(=O)CSc1nnc(Cc2cccn2C)n1-c1ccc(C)cc1,2,-26,·,·,i,9,7.5,2.1,9.7,i,7.8,i,-1,-1.6,1366,-2.1,829,3.1%
S=C(NCc1ccco1)N1CCN(c2ccccn2)CC1,-6,4,0,706,i,17,3.6,2.2,0.2,i,0.8,i,-16,-1.3,999,-0.03,1514,0.1%
CS(=O)(=O)N1CCC(C(=O)NCc2ccc(Cl)cc2Cl)CC1,2,11,-27,747,i,59,0.7,1.7,4.2,i,0.1,i,-27,-0.7,616,·,·,-0.3%
CC(C)N1CCC(N2CCN(Cc3ccc(-c4ccccc4Cl)o3)CC2CCO)CC1 (stereo unspecified),4,-4,-10,685,i,29,1.4,5.2,5.7,i,0.2,i,1,0.1,1496,-0.27,1579,1.0%
Cc1nc2ccccc2nc1OCC(=O)Nc1cc(C(F)(F)F)ccc1N1CCOCC1,22,20,-4,755,i,55,2.0,2.1,3.0,i,1.1,i,-12,·,·,-0.36,1377,-0.2%
CCN1CCN(C(=O)Cn2ncc3c2-c2ccccc2OC3)CC1,4,4,·,·,i,26,2.8,2.5,9.1,i,1.3,i,5,-1.7,1169,-1.4,965,0.4%
CCC(=O)Oc1ccc2c(C)cc(=O)oc2c1C(=O)c1ccccc1,-14,-20,3,662,i,45,1.8,2.5,5.4,i,0.1,i,2,·,·,0.71,1480,0.2%
Cc1cccc(C)c1NC(=O)CC1SC2=NCCN2C1=O (stereo unspecified),-17,3,-7,763,i,48,1.6,1.1,5.3,i,1.5,i,-1,-1.3,999,-0.29,1343,-0.1%
CC(C)(CO)N=C1NS(=O)(=O)c2cc([N+](=O)[O-])ccc21,-15,9,0,745,i,2,3.5,1.4,1.9,i,0.6,i,6,·,·,0.53,1199,-0.3%
Cc1ccccc1C1CC(c2ccccc2OC(F)F)Nc2ncnn21 (stereo unspecified),-3,-5,-2,769,i,28,2.4,3.4,2.6,i,0.5,i,-48,-1.5,1043,-0.09,1319,0.0%
CCNC(=S)N/N=C/c1cn(Cc2ccccc2F)c2ccccc12,23,-2,-1,561,i,48,4.4,3.1,8.6,i,0.6,i,-10,-0.7,922,-0.78,1036,-1.0%
CC(=O)c1ccccc1OC(=O)CCN1C(=O)C2C3C=CC(C4CC34)C2C1=O (stereo unspecified),0,2,-1,635,i,51,3.2,1.9,5.7,i,0.3,i,15,-5.1,1049,0.25,1564,0.4%

# Just MT stabilizer, for two of the compounds above:
Structure	MT stabilizer
Cc1nc2ccccc2nc1OCC(=O)Nc1cc(C(F)(F)F)ccc1N1CCOCC1	2.0
CCN1CCN(C(=O)Cn2ncc3c2-c2ccccc2OC3)CC1	2.8
